# Bioassay records as filed in PubChem BioAssay.
# PI4K2A inh: qHTS for small molecular inhibitors of PI4K2A; purified PI4K2A, ADP-Glo luminescence, 1 h; hits give low values; 0.13% of 420,000 active; activity change, negative = inhibition, % at 76.9 µM; Phosphatidylinositol 4-kinase type 2-alpha (Homo sapiens), Q9BTU6; in the data active = activity change below about -50%; inconclusive = mostly about -30% to -49%;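 note: -100% = wells without enzyme as full effect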
#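 In this quantitative HTS, ADP production by PI4K2A was quantified luminescently after 1 h at ambient temperature; 100 microM adenosine served as plate-quality control.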
# JMJD2A Tudor inh: qHTS Assay for Inhibitors of JMJD2A-Tudor Domain; Lysine-specific demethylase 4A (Homo sapiens), O75164; AlphaScreen JMJD2A-Tudor / H3K4me3 peptide binding; Potency, µM (top dose mostly 114 µM), for inactives: top-dose activity change, negative = inhibition, most hits filed as inhibitors; 4.4% of 390,000 active; note: potency is the fitted concentration of half-maximal effect; % is set by controls: 0 for no effect and ±100 for the full control effect; nearly all actives have a fitted effect of over 50% in size
# 12-LOX inh: Primary qHTS assay for inhibitors of human arachidonate 12S-lipoxygenase (ALOX12): Round 2; purified 12hLO, xylenol orange hydroperoxide absorbance; Potency, µM (titrated, usually from 108 µM), inactives show top-dose activity change, negative = inhibition, actives largely listed as inhibitors; 1.1% of 580,000 active; Polyunsaturated fatty acid lipoxygenase ALOX12 (Homo sapiens), P18054; note: potency is the fitted concentration of half-maximal effect; % is set by controls: 0 for no effect and ±100 for the full control effect
#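 Hydroperoxide product was detected by ferrous iron/xylenol orange as the 573 to 405 nm absorbance ratio. Arachidonic acid at 40 uM (final) was turned over for 30 min at room temperature by 150 nM human 12hLO, pH 7.0 Hepes buffer, after 15 min compound preincubation.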
# G9a block: qHTS Assay for Inhibitors of Histone Lysine Methyltransferase G9a; Potency, µM (highest dose often 102 µM), for the others: at the top dose activity, negative = inhibition, actives largely listed as inhibitors; AID 504332, 2011; G9a H3K9 monomethylation, AlphaScreen, 2 h; 8.8% of 350,000 active; Histone-lysine N-methyltransferase EHMT2 (Homo sapiens), Q96KQ7; note: potency is the fitted concentration of half-maximal effect; % is set by controls: 0 for no effect and ±100 for the full control effect; nearly all actives have a fitted effect of over 75% in size
# Target sequence (Q96KQ7 913-1193 limits assumed): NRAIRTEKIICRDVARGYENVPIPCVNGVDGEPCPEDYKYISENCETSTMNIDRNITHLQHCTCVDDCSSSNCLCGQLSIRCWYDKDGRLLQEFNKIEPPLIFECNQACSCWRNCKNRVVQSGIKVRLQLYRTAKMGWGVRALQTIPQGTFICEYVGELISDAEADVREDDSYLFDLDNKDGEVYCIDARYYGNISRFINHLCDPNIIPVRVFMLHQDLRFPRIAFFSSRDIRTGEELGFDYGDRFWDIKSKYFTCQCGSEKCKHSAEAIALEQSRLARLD
#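 Signal arises when biotinylated H3K9 peptide, once monomethylated, bridges streptavidin donor and antibody-captured acceptor beads. Enzyme at 20 nM was preincubated 15 min with test compounds; peptide 500 nM and SAM 20 uM then reacted for 2 h.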
# GLS inh: qHTS for Inhibitors of Glutaminase (GLS); GLS enzymatic activity, qHTS titration; Potency, µM (highest dose often 45.5 µM), for inactives: at the highest dose activity change, negative = inhibition, most hits filed as inhibitors; 0.21% of 410,000 active; AID 624170, 2012; note: potency is the fitted concentration of half-maximal effect; % is set by controls: 0 for no effect and ±100 for the full control effect
#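 Glutamate formation by hKGA was monitored fluorometrically using coupled glutamate oxidase, HRP and Amplex Red. Substrate was added as 1 mM L-glutamine solution; incubation was 30 min at RT after an initial read.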
# ERG-DNA inh: qHTS for Small Molecule Inhibitors of the ERG Ets/DNA interaction; Potency, µM (series often up to 76.9 µM), for the others: at the top dose FP activity, negative = inhibition, usual class: inhibitors; fluorescence polarization, His-ERG Ets domain / labelled DNA; 0.028% of 370,000 active; Transcriptional regulator ERG (Homo sapiens), P11308; AID 624246, 2012; active = well fitted inhibition curve with a large enough effect in the polarisation, with a control signal flat; inconclusive = small, poorly fitted or top-dose-only effect, or effect the other way, or a change in a side signal; inactive = no such curve, though single readings can be large or run the other way; the % refers to the polarisation;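 note: polarization taken with two DNA probes labelled with fluorescein and Texas red; potency is the fitted concentration of half-maximal effect; % of control where 0% means no effect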
# Target sequence (P11308 whole entry, looked up, the tested form may be a part): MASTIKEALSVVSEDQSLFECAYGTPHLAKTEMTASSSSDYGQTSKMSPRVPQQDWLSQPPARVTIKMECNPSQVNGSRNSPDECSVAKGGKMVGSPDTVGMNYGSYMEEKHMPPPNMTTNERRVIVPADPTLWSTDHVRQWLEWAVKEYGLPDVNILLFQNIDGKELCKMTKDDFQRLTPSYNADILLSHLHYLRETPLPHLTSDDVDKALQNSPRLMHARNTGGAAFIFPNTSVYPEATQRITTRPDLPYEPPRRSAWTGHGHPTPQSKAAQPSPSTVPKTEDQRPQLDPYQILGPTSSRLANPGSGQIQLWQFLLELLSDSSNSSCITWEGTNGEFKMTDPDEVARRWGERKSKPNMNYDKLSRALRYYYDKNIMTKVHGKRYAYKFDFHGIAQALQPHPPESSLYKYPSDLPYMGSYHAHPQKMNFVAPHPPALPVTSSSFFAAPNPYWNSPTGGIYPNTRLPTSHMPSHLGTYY
#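 His-tagged ERG Ets domain (1 uM in the protein solution; 300mM KCl, 50mM Tris-HCl, 1mM EDTA, 1mM DTT, pH 7.5) received compound, then a probe mix of 5 nM fluorescein-DNA and 100nM Texas-615-DNA. Fluorescence polarization was read for both dyes.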
# HP1b chromo inh: HTS for Inhibitors of HP1-beta Chromodomain Interactions with Methylated Histone Tails. AID 540317, 2011. Potency, µM (doses to about 114 µM), without a hit: at the top dose activity change, negative = inhibition, actives largely listed as inhibitors. 0.56% of 390,000 active. AlphaScreen HP1-beta / biotin-H3K9me3 peptide binding; note: potency is the fitted concentration of half-maximal effect; nearly all actives have a fitted effect of over 70% in size; inactives centre near 23
#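 AlphaScreen: HP1-beta (50 nM) preformed 30 min with biotin-H3(1-18)K9me3 peptide (50 nM) in PBS pH 7.4, 0.01% Tween-20. Compound added for 30 min at RT, then streptavidin donor/nickel chelate acceptor beads (10 ug/mL) for 30 min.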
# BAZ2B inh: qHTS Assay for Inhibitors of BAZ2B; Bromodomain adjacent to zinc finger domain protein 2B (Homo sapiens), Q9UIF8; Potency, µM (doses to about 114 µM), inactives show at the top dose activity change, negative = inhibition, actives largely listed as inhibitors; AID 504333, 2011; 4.4% of 360,000 active; AlphaScreen BAZ2B-H3K14Ac peptide displacement; note: potency is the fitted concentration of half-maximal effect; % is set by controls: 0 for no effect and ±100 for the full control effect; nearly all actives have a fitted effect of over 60% in size
#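 Inhibition is scored as reduced AlphaScreen emission. The BAZ2B/b-H3(5-23)K14Ac complex (50 nM each) in PBS pH 7.4, 0.01% Tween-20 meets compound (up to 110 uM) for 30 min at RT before bead addition.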
# RGS4 inh: Inhibitors of Regulator of G Protein Signaling (RGS) 4: qHTS. AID 504845, 2011. Transcreener GDP fluorescence polarization, RGS4-accelerated GTP hydrolysis. Regulator of G-protein signaling 4 (Homo sapiens), P49798. Potency, µM (series often up to 114 µM), without a hit: at the highest dose activity change, negative = inhibition, most hits filed as inhibitors. 0.039% of 390,000 active; note: potency is the fitted concentration of half-maximal effect; % is set by controls: 0 for no effect and ±100 for the full control effect; nearly all actives have a fitted effect of over 75% in size; some results filed as inactive show a strong effect at the top dose
# Target sequence (P49798 whole entry, looked up): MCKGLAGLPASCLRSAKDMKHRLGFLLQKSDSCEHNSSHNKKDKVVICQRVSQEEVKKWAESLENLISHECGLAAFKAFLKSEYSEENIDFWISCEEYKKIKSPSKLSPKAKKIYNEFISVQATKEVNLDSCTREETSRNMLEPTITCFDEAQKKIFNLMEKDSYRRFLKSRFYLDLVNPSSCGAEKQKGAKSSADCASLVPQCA
#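 MLSMR compounds (23 nl, pin-transferred) preincubated 10 min at room temperature with a 500nM (2x) first reagent, then RGS4 at 900nM (2x) plus Transcreener GDP mix added; fluorescence polarization (620/688 nm) read before and after 90 min at 30 °C.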
# * = called active by the depositor; ? = inconclusive; · = no result given; & = joins results of further samples; [ ] = another dose, or the depositor's remark. Unless noted, calls come from the whole dose curve; as a rule, active = well fitted curve in the direction sought with a large enough effect; inconclusive = small, poorly fitted or top-dose-only effect, or another doubt; inactive = no such curve, though single readings can be large; an effect the other way counts as inactive or inconclusive. An excerpt; count on the stated rates, not on these rows.
SMILES,PI4K2A inh,JMJD2A Tudor inh,12-LOX inh,G9a block,GLS inh,ERG-DNA inh,HP1b chromo inh,BAZ2B inh,RGS4 inh
CCOc1ccccc1CNC(=O)CN1C(=O)CSc2ccc(S(=O)(=O)N3CCOCC3)cc21,2&-1,-4%&-10%,2%&1%,24%,-6%&-2%,11%&1%,74%&18%[activator],-1%&7%,-17%[56.9 µM]
Cc1nc([N+](=O)[O-])c(C(=O)OCc2ccccc2Br)n1C,0,-26%,2%,?,4%,33%[activator],13%,-14%,5%
CNC(=O)CSc1nc2ccccc2c(=O)n1-c1cc(OC)ccc1OC,-2,1%,8%,23%[59 µM],1%,1%,38%,-5%,-5%
O=C1/C(=C/c2ccccn2)SC(=S)N1c1ccc(O)cc1,-7,-30%,35%,?,-6%,5%,6%,-28%,0%
O=C(Nc1ccc(Br)cc1)c1cccc(C(=O)Nc2ccc(Br)cc2)c1,-9,-18%,0%,-2%[59 µM],-11%,-1%,17%,-2%,7%
O=C(Cc1ccccc1)NNC(=O)C1CCCC1,0,-20%,-1%,8%,?,13%,44%[activator],-10%,-7%[56.9 µM]
O=C(Cc1cccs1)NCc1ccc(Cl)cc1Cl,-2,-1%,?,34%,8%,0%,40%[activator],8%,-10%
O=C(CN1C(=O)C2(SCC(=O)N2c2ccccc2)c2ccccc21)NCc1ccccc1Cl (stereo unspecified),2,-13%,-24%,-7%[59 µM],-6%,3%,37%,-4%,4%
COc1ccc(C(=O)N2CCN(c3nc(C4CC4)nc4sc(C)c(C)c34)CC2)cc1,-7,?,?,40µM*,2%,-6%,-20%,?,-6%
O=c1[nH]sc2ccccc12,-1,32µM*,?,1.8µM*,?,15%,-15%,50µM*,-139%
Cc1csc2nc(COC(=O)CNC(=O)c3ccccc3Cl)cc(=O)n12,-1,-4%,10%,5%[59 µM],-3%,1%,26%,-4%,-12%
Cc1ccc(NC(=S)N2CCCC(c3nc4ccccc4[nH]3)C2)cc1 (stereo unspecified),-2,-9%,-12%,17%,6%,-1%,44%[activator],-27%,-7%[56.9 µM]
O=C1OCc2ccc(NC(=O)c3sccc3Cl)cc21,-17,-10%,0%,2%,-2%,4%,23%,-15%,?
Cc1ccc(CNC(=O)c2c(O)nc3ccccn3c2=O)cc1,-1,5%,?,?,3%,7%,57%[activator],-26%,-10%
COc1ccccc1NC(=O)c1cc(S(=O)(=O)N2CCN(c3ccccc3Cl)CC2)ccc1F,2,-16%,0%,-2%[59 µM],-3%,-2%,0%,0%,-1%
CCOc1ccccc1NC(=S)N1CCN(c2nc(-c3ccc(F)cc3)cs2)CC1,-1,-11%,-26%,-26%,4%,3%,1%,-25%,-13%
O=C(C1CC1)N(Cc1nc2ccccc2c(=O)[nH]1)Cc1cccs1,0,-21%[11.4 µM],0%,9%,?,4%,-7%,-13%,-26%[11.4 µM]
O=[N+]([O-])c1ccc(Sc2cc[n+]([O-])c3ccccc23)c([N+](=O)[O-])c1,4,?,178%[activator],?,-14%,-3%,-17%,-35%,-14%
NC(=O)C1CCCN(C(=O)c2ccc(S(=O)(=O)N3CCCCCC3)cc2)C1 (stereo unspecified),0,9%,1%,16%[12.7 µM],0%,1%,35%,-4%,-16%
CCn1c(NCc2ccccn2)nc2c1c(=O)n(C)c(=O)n2C,-1,?,2%,20%[59 µM],17%,7%,13%,-39%,7%
COc1ccc(-n2ncc3c(N4CCCc5ccccc54)ncnc32)cc1,-8,62%[activator],-1%,47%[activator],-1%,8%,131%[activator],22%,6%
Cc1c(CCC(=O)N[C@@H](CC(C)C)C(=O)O)c(=O)oc2c(C)c3oc4c(c3cc12)CCCC4,-3,?,·,20%,14%,1%,7%,2%,-30%[56.9 µM]
CCc1ccc(NC(=O)C(NS(=O)(=O)c2cccs2)C(C)C)cc1 (stereo unspecified),3,-11%,-25%,-18%[59 µM],-5%,1%,38%,7%,-10%
CN(CC(=O)Nc1ccc(Cl)cc1F)C1=NS(=O)(=O)c2ccccc21,1,-1%,?,·,-2%,-9%,36%,·,-14%
Fc1ccc(-n2cnnn2)c(F)c1,3,1%,-21%[57.4 µM],-2%[59 µM],-12%,·,24%,-4%,-7%

# An excerpt from above in order of their number in PI4K2A inh, largest number first.
SMILES,PI4K2A inh,JMJD2A Tudor inh,12-LOX inh,G9a block,GLS inh,ERG-DNA inh,HP1b chromo inh,BAZ2B inh,RGS4 inh
COc1ccccc1NC(=O)c1cc(S(=O)(=O)N2CCN(c3ccccc3Cl)CC2)ccc1F,2,-16%,0%,-2%[59 µM],-3%,-2%,0%,0%,-1%
COc1ccc(-n2ncc3c(N4CCCc5ccccc54)ncnc32)cc1,-8,62%[activator],-1%,47%[activator],-1%,8%,131%[activator],22%,6%
O=C1OCc2ccc(NC(=O)c3sccc3Cl)cc21,-17,-10%,0%,2%,-2%,4%,23%,-15%,?

# Other records follow.
SMILES,PI4K2A inh,JMJD2A Tudor inh,12-LOX inh,G9a block,GLS inh,ERG-DNA inh,HP1b chromo inh,BAZ2B inh,RGS4 inh
O=C(COc1ccc(Cl)cc1)N1N=C(c2cccs2)CC1c1ccco1 (stereo unspecified),0,-15%,?,·,8%,10%,58%[activator],·,14%
C#Cc1ccc([C@H]2C=C(C(=O)NCc3nc4ccccc4[nH]3)O[C@@H](OCc3ccc(CO)cc3)C2)cc1,-1,-19%,-17%,·,-4%,11%,56%[activator],·,4%
Cc1cc(C(=O)Nc2c(C)n(C)n(-c3ccccc3)c2=O)c2ccccc2n1,12,0%[11.4 µM],12%,12%,-3%,-1%,63%[activator],6%,-7%[11.4 µM]
CCN(CC)C(=O)CSc1nnc(CCCCCNC(=O)OC(C)(C)C)o1,0,-6%,0%,-4%,-12%,-12%,15%,3%,21%
Cc1ccc2sc(N(CCN(C)C)C(=O)/C=C/c3cccs3)nc2c1C,-4,-7%,-6%,·,2%,-7%,41%[activator],-25%,5%
Cc1csc(NC(=O)C2CCN(S(=O)(=O)c3cccs3)CC2)n1,9,-22%,-1%,-6%,4%,19%,26%,-21%,7%
CN(C)CCn1c(C(=O)Nc2ccccc2)cc2ccccc21,9,-27%,2%,?,26%,1%,14%,1%,31%
CCOc1cc(/C=C2/C(=O)ON=C2C)cc(Br)c1O,-1,-28%,?,45µM*,23%,-7%,-18%,16µM*,-22%
Cc1nc2nc3c(c(=O)n2[nH]1)CCCC3,-14,-22%,0%,-2%[59 µM],7%,7%,13%,5%,-10%
CCC12CN3CC(CC)(CN(C1)C3c1c(O)ccc3ccccc13)C2=O (stereo unspecified),3,-7%,-7%,?,6%,1%,22%,-9%,-29%
CC(=O)OCC(=O)Nc1ccc(Br)c(C)c1,2,-5%,2%,-5%,21%,26%,12%,0%,12%
CCc1nnc(NC(=O)C2Cc3ccccc3C(=O)O2)s1 (stereo unspecified),2,-7%,22%,-7%,-5%,0%,41%[activator],7%,-9%
CC1CCN(c2ncnc3c2c(-c2ccccc2)cn3-c2ccc(Br)cc2)CC1,3,-3%,-18%,-1%[59 µM],-12%,0%,17%,-2%,21%
O=C(NCCCN1CCOCC1)/C(=C/c1cccs1)NC(=O)c1ccccc1,5,4%,-2%,6%[59 µM],-16%,6%,17%,0%,-19%
COc1cc(Cl)c(C)cc1Nc1ncnc2c1nc1n2CCCC1,-5,-11%,-20%,-10%[59 µM],4%,-7%,23%,4%,5%
Cc1ncc(CN2CCC(CO)(Cc3ccccc3)CC2)s1,-1,-12%,5%,·,0%,-12%,13%,-1%,-13%
CCn1c(CCC(=O)O)nc2cc(S(=O)(=O)N3CCOCC3)ccc21,-1,-7%,2%,·,23%,-3%,30%,·,-8%
CCc1ccc(NC(=S)N(CCCN2CCOCC2)Cc2ccccn2)cc1,-4,-5%,-8%,?,4%,-6%,8%,1%,5%
Cc1c2cnn(CC(=O)N3CCN(c4ccccc4)CC3)c(=O)c2c(C)n1Cc1ccc(F)cc1,-2,-17%,4%,6%[59 µM],-6%,-3%,-4%,-5%,-18%
O=C1SCC(c2ccccc2)=NN1Cc1ccccc1,-2,38%[activator],-4%,83%[activator][59 µM],8%,10%,116%[activator],90%[activator],-6%
CCOC(=O)c1cnc(N2CCOCC2)[nH]c1=O,3,-14%,-3%,7%,-2%,-3%,25%,9%,-15%
Cc1cnc(C(=O)OCC(=O)Nc2c(Cl)cc(Cl)cc2Cl)cn1,9,-17%,10%,1%[59 µM],4%,1%,17%,12%,-8%
O=C(CSc1nc2ccc(Cl)cc2[nH]1)c1ccc2c(c1)OCO2,7,22µM*,11µM*,35µM*,-26%,-14%,22%,50µM*,-30%
Cc1cc(-c2ccccc2)nc(SCc2ccc(C(=O)O)cc2)n1,2,-21%,13%,·,7%,7%,24%,-8%,-1%
O=C(Oc1ccc(-c2nnco2)cc1)N(c1ccccc1)c1ccccc1,0,-15%,-15%,3%[59 µM],10%,-3%,20%,2%,-2%
